High-throughput results: PubChem, several laboratories
FBA Mtb inh = Mtb fructose-bisphosphate aldolase inhibition; inhibition, % at 1 µM; hit rate 2.3% among 360,000; purified M. tuberculosis FBA, fluorescence read-out; AID 588726; in the data active = inhibition above about 27%;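 note: 0% = vehicle and 100% = reference inhibitor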
Target sequence (P9WQA3 whole entry, looked up): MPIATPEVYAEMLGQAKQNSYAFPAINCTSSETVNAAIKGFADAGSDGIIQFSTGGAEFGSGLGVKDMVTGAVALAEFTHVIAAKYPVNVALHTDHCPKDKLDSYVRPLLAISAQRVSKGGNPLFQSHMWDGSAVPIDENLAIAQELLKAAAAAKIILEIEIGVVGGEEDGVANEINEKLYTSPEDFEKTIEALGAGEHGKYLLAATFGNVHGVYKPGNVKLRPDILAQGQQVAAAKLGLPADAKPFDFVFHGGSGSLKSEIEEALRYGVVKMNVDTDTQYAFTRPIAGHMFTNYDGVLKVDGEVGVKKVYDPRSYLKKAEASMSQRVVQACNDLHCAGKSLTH
BoNT-A LC inh2 = BoNT A light chain protease inhibition | inhibition, % at 10 µM | hit rate 0.17% among 360,000 | AID 588499 | multiplex microsphere protease substrate cleavage, flow cytometry; note: plate controls were buffer without enzyme for full effect and enzyme alone for no effect
FadD28 FP inh = M. tuberculosis FadD28 bisubstrate binding inhibition; hit rate 0.22% among 360,000; inhibition, % at 12.5 µM; FadD28 bisubstrate probe binding, fluorescence polarization; in the data active = inhibition above about 8.5%, passing the limit was not always enough; inconclusive = no clear call, values can overlap the other calls
Mtb BioA inh = BioA (M. tuberculosis) enzyme inhibition. purified M. tuberculosis BioA enzyme, plate reader. hit rate 0.096% among 360,000. inhibition, % at 9.99 µM; in the data active = inhibition above about 40%; inconclusive = no clear call, values can overlap the other calls
UGM FP inh = Mtb UDP-galactopyranose mutase inhibition; purified UGM, fluorescence polarization probe displacement; inhibition, % at 10 µM; hit rate 0.06% among 320,000; AID 504406; in the data active = inhibition above about 10%, passing the limit was not always enough; inconclusive = no clear call, values can overlap the other calls
Target sequence (P9WIQ1 whole entry, looked up): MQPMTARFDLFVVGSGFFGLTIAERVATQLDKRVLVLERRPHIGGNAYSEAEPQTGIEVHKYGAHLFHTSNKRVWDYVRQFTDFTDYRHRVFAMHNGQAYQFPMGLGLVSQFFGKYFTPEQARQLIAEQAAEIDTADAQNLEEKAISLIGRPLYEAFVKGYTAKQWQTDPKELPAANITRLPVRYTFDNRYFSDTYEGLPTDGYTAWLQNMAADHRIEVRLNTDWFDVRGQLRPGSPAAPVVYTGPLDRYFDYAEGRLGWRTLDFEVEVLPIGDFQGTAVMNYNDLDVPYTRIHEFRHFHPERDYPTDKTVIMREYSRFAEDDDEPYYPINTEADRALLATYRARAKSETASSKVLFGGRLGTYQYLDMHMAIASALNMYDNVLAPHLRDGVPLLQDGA
GDH-TPI counter = counter-screen for M. tuberculosis FBA inhibitors: GDH-TPI coupled enzymes; hit rate 1.2% among 360,000; AID 588335; GDH-TPI coupled enzyme counterscreen, NADH absorbance; inhibition, % at 4.8 µM; in the data active = inhibition above about 30%;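 note: 0% = DMSO wells and 100% = wells lacking the enzyme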
BoNT-F LC inh = BoNT F light chain protease inhibition; Multiplex microsphere protease cleavage assay, flow cytometry; inhibition, % at 10 µM; hit rate 0.22% among 360,000; in the data active = inhibition above about 35%, passing the limit was not always enough; inconclusive = no clear call, values can overlap the other calls; note: plate controls were buffer without enzyme for full effect and enzyme alone for no effect
Anthrax LF prot = blocks Bacillus anthracis lethal factor protease; multiplex microsphere protease cleavage assay, LF; inhibition, % at 10 µM; hit rate 0.12% among 360,000; P15917; note: plate controls were buffer without enzyme for full effect and enzyme alone for no effect
PfHsp40 yeast = restores yeast growth despite PfHsp40 toxicity | S. cerevisiae expressing PfHsp40, growth rescue, ATP luminescence | growth rescue, % at 12.5 µM | hit rate 0.68% among 340,000 | AID 504582; in the data active = growth rescue above about 28%, passing the limit was not always enough; inconclusive = no clear call, values can overlap the other calls;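 note: yeast W303a lacking pdr1 and pdr3 grown in galactose medium; growth measured after three days at 30 °C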
Active calls of the source: *; ? = inconclusive; . = not tested or not shown. Cut-off read from the data, not from the text of the source, unless noted: active = inhibition above about 30%; inconclusive = no clear call, values can overlap the other calls; inactive = below that.

SMILES	FBA Mtb inh	BoNT-A LC inh2	FadD28 FP inh	Mtb BioA inh	UGM FP inh	GDH-TPI counter	BoNT-F LC inh	Anthrax LF prot	PfHsp40 yeast
O=C(NC1CCN(C(=S)Nc2ccc(Cl)cc2)CC1)c1ccco1	-1	1.7	0.3	-1.0	-1.4	2	-3	0	0.9
COC(=O)C1C2C=CC3(CN(C4CCCC4)C(=O)C13)O2 (configuration not stated)	-10	0.9	-2.2	-0.7	-0.7	10	10	1	0.2
COc1ccc2c(CN3CCN(Cc4ccccc4)CC3)cc(=O)oc2c1	0	0.3	0.4	4.7	.	28	-4	-9	.
CC(=O)Nc1ccc(NC(=O)C(C)OC(=O)C2CCN(S(=O)(=O)c3cccs3)CC2)cc1 (configuration not stated)	2	0.0	-3.6	-2.6	0.1	-2	-3	-4	-0.7
O=C(COc1ccccc1Cl)Nc1ccc(S(=O)(=O)N2CCOCC2)cc1	-1	-4.9	-0.9	.	0.6	1	-20	-2	0.4
O=C(CSC(=S)N1CCCC1)N1CCN(S(=O)(=O)c2ccccc2F)CC1	-1	-2.2	-1.1	0.3	1.0	6	-8	-4	-1.3
O=C(CN1CCN(Cc2ccc3c(c2)OCO3)CC1)Nc1ccc2c(c1)OCO2	-3	-0.9	-1.3	0.4	2.5	-1	-10	-1	1.1
CCc1nnc(NC(=O)CC(=O)Nc2ccccc2C(=O)O)s1	11	0.4	0.5	0.6	1.5	13	7	-1	1.2
C=CCOC(=O)CCC(=O)Nc1cc(OC)nc(OC)n1	3	?	-1.0	.	-5.2	8	4	1	0.4
Cc1ccc(/C=C(\C#N)C(=O)NCc2ccco2)o1	-4	-1.1	-0.6	.	-1.3	5	-3	-1	1.0
COC(=O)c1ccc(NC(=S)N2CCN(Cc3ccccc3)CC2)cc1	-1	-0.3	-1.8	11	1.2	6	-1	-2	-0.1
Cc1ccc(C(C(=O)NCc2ccccc2)N(Cc2ccco2)C(=O)c2snc(C(N)=O)c2N)o1 (configuration not stated)	10	-2.2	-1.1	0.1	-1.9	7	4	-2	0.7
COc1ccc(SC[C@H](Cc2ccccc2)N2CC[C@@H](C)CCC2=O)cc1	-1	-0.4	-2.4	-0.5	-1.6	0	-3	-4	15
CCCS(=O)(=O)N1CCN(C(=O)c2cccnc2)CC1	1	-0.6	-3.4	1.0	4.0	-8	-1	-1	0.6
O=C(CCOc1ccccc1)Nc1ccnn1C1CCN(CCc2ccccc2)CC1	4	0.6	-2.5	-1.2	0.9	12	6	0	-0.4
Cc1cc2ncn(C3CC(O)C(CO)O3)c2cc1C (configuration not stated)	0	0.4	-3.8	-0.1	.	-4	3	-7	-0.2
C=CCc1cccc(OC)c1OCCOCCNCCO	-2	-0.4	1.6	-1.2	0.7	-1	-17	-6	0.0
O=C(CCN1C(=O)/C(=C/c2ccc(F)cc2)SC1=S)NNC(=O)c1cccnc1	1	1.0	-1.8	.	-1.4	22	3	-7	-1.5
O=C(Cc1ncn[nH]1)NCCc1ccccc1	6	-1.5	-2.9	0.0	0.3	4	-13	-4	-0.4
CCN(CC)S(=O)(=O)c1cc(Br)c(C)cc1OC	1	0.0	-1.8	0.4	-2.7	-1	7	0	0.1

Given with two lines to a compound: part of the list above
Every second line gives: FBA Mtb inh, BoNT-A LC inh2, FadD28 FP inh, Mtb BioA inh, UGM FP inh, GDH-TPI counter, BoNT-F LC inh, Anthrax LF prot, PfHsp40 yeast
C=CCc1cccc(OC)c1OCCOCCNCCO
→ -2, -0.4, 1.6, -1.2, 0.7, -1, -17, -6, 0.0
O=C(CCN1C(=O)/C(=C/c2ccc(F)cc2)SC1=S)NNC(=O)c1cccnc1
→ 1, 1.0, -1.8, ., -1.4, 22, 3, -7, -1.5

Next part:
SMILES	FBA Mtb inh	BoNT-A LC inh2	FadD28 FP inh	Mtb BioA inh	UGM FP inh	GDH-TPI counter	BoNT-F LC inh	Anthrax LF prot	PfHsp40 yeast
O=C1c2sc3nc4ccccc4n3c2C(=O)N1c1ccccc1Cl	-2	1.0	-3.0	.	1.3	12	7	8	12
O=C(Cc1ccc2c(c1)CCCC2)Nc1ccccc1Cl	-3	0.2	-1.8	-0.5	0.0	-9	-6	-6	-0.5
COc1ccc(-c2ccc(C(C)=O)cc2)cc1[C@H]1[C@@H]2C=CCC[C@@]2(C)C(=O)N1Cc1ccccc1	8	-0.2	1.3	-0.8	1.4	9	-6	-5	21
OCCN1CCN(C(=S)Nc2ccc(SC(F)F)cc2)CC1	1	-0.4	-2.5	.	-2.5	-6	-5	-6	0.5
Brc1ccc(COn2ccnc2)cc1	6	-2.0	-1.2	.	.	2	-7	2	-0.7
CN(C)S(=O)(=O)c1cccc(NC(=O)CO/N=C(\N)c2ccccc2)c1	3	1.6	2.6	-0.8	0.1	3	3	0	1.8
O=C(CSc1ccccc1C(=O)O)NCC1CCCCC1	-2	-0.3	0.5	-0.6	-0.5	12	-2	-1	0.0
Cc1nc2ccc(NC(=O)c3cccs3)cc2c(=O)n1Cc1ccc(Cl)cc1	1	0.0	-4.1	0.2	0.1	16	-5	0	31*
CCOC(=O)c1cc2sccc2n1CC(=O)Nc1ccc(OC)c(OC)c1	-2	0.8	-2.0	.	2.3	4	8	2	-0.7
Cc1ccccc1C(=O)NCC(=O)N1CCN(c2ccccn2)CC1	8	-1.1	-0.1	0.6	-1.0	3	0	-9	1.5
O=C1[C@H]2[C@@H](/C=C/c3ccccc3)N3C(=O)CN(CCO)C(=O)[C@@]3(Cc3ccccc3)[C@H]2C(=O)N1c1ccccc1	5	0.3	-0.3	-0.2	-3.4	11	7	8	-1.3
CCCN(C(=O)c1ccc(N2CCCC2=O)cc1)c1c(N)n(Cc2ccccc2)c(=O)[nH]c1=O	-3	4.1	-1.4	-1.5	5.7	3	4	?	0.8
CCOC(=O)CSc1nnc(Cn2c(=O)sc3ccccc32)n1C	3	0.8	-1.6	-0.1	-1.3	13	7	-2	0.1
CC(=O)Nc1ccc(NC(=O)CSc2nc3nc(C)cc(C)c3c(=O)[nH]2)cc1	-1	-0.3	?	0.2	-1.3	6	2	0	-1.1
CCOc1cc(CNCc2ccccn2)cc(Cl)c1OC	3	-2.4	1.3	0.6	1.9	1	-8	-3	-1.8
O=C(N/N=C/c1ccc([N+](=O)[O-])o1)C1CC1	5	0.2	0.6	.	-2.6	11	1	-7	-0.5
COC(=O)c1ccc(C2Nc3cccc4cccc(c34)N2)cc1	-7	0.2	-7.0	-3.1	0.3	1	-6	-1	-0.3
Cc1cc(C)nc(NC(=O)COc2cc(Cl)cc(Cl)c2)n1	-8	0.0	-2.1	0.8	3.1	2	-32	-2	-1.4
O=C(COc1ccc2c3c(c(=O)oc2c1)CCCC3)N[C@@H](Cc1ccccc1)C(=O)O	59*	-0.5	-3.8	1.1	8.3	10	-7	-6	0.9
Cc1cc(O)ccc1NC(=O)Cc1cccc2ccccc12	2	-1.5	-0.6	-1.0	.	1	21	8	0.6
O=C(NC(=S)Nc1ccc(CN2CCCCC2)cc1)c1ccco1	3	-1.0	0.7	.	2.8	-3	9	-8	128*
COc1ccccc1C(=O)COC(=O)Cc1ccccc1F	2	-0.1	-3.3	0.1	-0.7	0	-8	-2	-0.4
CC(C)(C)c1ccc(N2C(=O)Cc3c2nc(N)c(C#N)c3N)cc1	-1	?	-2.4	1.6	-1.0	9	?	?	-0.1
COc1ccc(S(=O)(=O)NCCc2csc(C)n2)cc1C	1	-0.7	-3.0	8.5	0.3	-6	-1	-1	1.1
Cc1cc(OCC(=O)Nc2ccncc2)cc(C)c1Br	2	-0.1	-5.9	3.0	-0.2	5	-14	0	0.2
COc1ccccc1N1CCN(S(=O)(=O)c2cccs2)CC1	1	0.0	-2.4	0.0	-2.2	8	-1	-1	-0.8
CCc1ccc(S(=O)(=O)Nc2ccc(-c3ccc4nnc(C)n4n3)cc2)s1	-1	3.2	-2.3	0.2	-0.1	6	-11	-4	0.0
O=C(COC(=O)c1cc([N+](=O)[O-])ccc1N1CCOCC1)NCCc1ccccc1	-5	-2.5	-4.9	0.2	-0.9	11	-14	-5	-1.9
O=C(CSc1nnnn1-c1ccc(O)cc1)NC1CCCCC1	0	-0.8	.	.	-4.4	-11	-6	11	-0.7
CCOc1ccc(S(=O)(=O)N(CC(=O)N2CCC(C(N)=O)CC2)c2ccc(F)cc2)cc1	8	0.5	-1.6	-1.6	0.1	4	-1	-2	-0.9
COc1ccc(OC)c(NC(=O)CCNS(=O)(=O)c2cc(Br)cnc2N)c1	0	0.0	-3.9	0.5	-0.1	5	-5	0	-0.1
O=C(CNC(=O)C1CC(=O)N(c2cccc3ccccc23)C1)Nc1ccccc1Br (configuration not stated)	2	0.4	0.6	-0.4	1.0	1	-6	-1	0.4
N#Cc1cccn1-c1nccc(-c2cccs2)n1	-5	0.1	-4.3	.	-0.1	4	5	0	-1.7
O=C(O)Cc1ccc(S(=O)(=O)N2CCCC2)s1	6	0.4	2.0	-1.0	3.2	2	0	8	-1.6
CCOc1ccc(NC(=O)C(=O)NCCN2CCN(S(=O)(=O)c3ccccc3)CC2)cc1	2	-0.1	.	-1.3	-2.2	1	-5	-1	1.0
C=CCC(CC=C)(NC(=O)c1ccccc1C(=O)O)c1ccccc1	1	-1.0	-4.2	-0.4	-2.3	10	-2	0	-0.8
O=C(c1ccc2c(c1)OCCO2)N1CCN(c2ccccn2)CC1	2	-38	0.6	0.3	0.9	-3	-60	-10	0.6
CC(=O)Nc1cccn(Cc2c(Cl)cccc2Cl)c1=O	-1	-0.6	-1.8	.	0.4	5	-6	-3	-0.5
CC(=O)Nc1ccc(-c2csc(NC(C)c3ccccc3)n2)cc1 (configuration not stated)	3	-1.0	-1.4	.	-1.7	3	-5	0	-1.1
CCOCC(=O)Nc1ccc(OCc2ccccc2)cc1	-1	0.1	-1.3	.	2.9	-4	-3	-4	-1.0
N#Cc1ccc2[nH]cc(CCO)c2c1	1	-0.1	-3.8	1.7	-0.6	5	4	3	-0.9
C=CC[C@H](CC(=O)NCCO)C(=O)N[C@@H](COC(=O)[C@H](CC=C)CC(=O)OC(C)(C)C)Cc1ccccc1	-1	0.1	-2.1	-0.1	1.3	1	-6	-4	0.2
Cc1ccc(/C=N\NC(=O)COc2ccc(C)cc2[N+](=O)[O-])cc1	-1	0.7	-5.0	.	2.4	-11	-4	4	-0.1
Cc1ccc(-c2nn(C)c(=O)c3ccccc23)cc1S(=O)(=O)N1CCCC1	-1	-0.4	-3.0	16	-0.2	7	-2	-7	1.7
COc1ccc(CN(C)C(=O)CCCNC(=O)c2ccc(Cl)cc2)cc1	1	0.8	-3.3	0.1	0.1	5	-12	6	-0.3
COc1cc2c(cc1OC)C(SC)=NC1(CCCC1)C2	-1	-1.2	-3.8	.	2.3	-6	-5	-2	-0.1
COc1cc(NC(=O)Cn2cnc(S(=O)(=O)N3CCC(C)CC3)c2)cc(OC)c1OC	-3	0.6	-1.9	1.1	-0.6	-2	6	-2	0.8
O=C(CC(c1ccccc1)c1cc(Cl)ccc1O)N1CCOCC1 (configuration not stated)	5	-1.0	-0.3	0.4	-1.5	-2	3	-5	-0.3
CCOC(=O)N1CCN(CC(=O)Nc2cc(C)nn2-c2nc3ccccc3s2)CC1	-1	1.4	-2.6	0.8	0.7	0	-2	-5	0.2
CCOc1cc(C2C(C(=O)c3ccc(C)o3)=C(O)C(=O)N2CCc2ccccc2)ccc1O (configuration not stated)	2	-0.6	-0.3	-0.3	3.2	10	-12	-4	77*
Cn1nc(C(=O)O)c(=O)n(C)c1=O	-4	0.3	-4.4	-2.0	.	-9	4	2	-1.5
CC(C)CC(=O)Nc1ccc(C(=O)CN2CCN(c3ccc(O)cc3)CC2)cc1	-3	0.0	-4.1	11	2.5	-8	-6	-4	-0.4
Cc1nc2ccccc2c(-c2ccccc2)c1C(=O)c1ccccc1	2	.	-2.2	-0.3	-3.4	2	.	.	7.2

Record cards, from the list above. Screens in order: FBA Mtb inh, BoNT-A LC inh2, FadD28 FP inh, Mtb BioA inh, UGM FP inh, GDH-TPI counter, BoNT-F LC inh, Anthrax LF prot, PfHsp40 yeast
`Cc1nc2ccccc2c(-c2ccccc2)c1C(=O)c1ccccc1` in the list: 2, ., -2.2, -0.3, -3.4, 2, ., ., 7.2
`COc1ccc(CN(C)C(=O)CCCNC(=O)c2ccc(Cl)cc2)cc1` in the list: 1, 0.8, -3.3, 0.1, 0.1, 5, -12, 6, -0.3
